Compound activity (PubChem BioAssay)
GPR55 activation = GPR55 agonists via beta-arrestin recruitment, primary screen, imaging, U2OS cells, beta-arrestin-GFP redistribution (AID 1961); 0.048% of 290,000 active; one-dose activation, % at 10 µM; EC50 in µM for titrated hits; U2OS GPR55 beta-arrestin-GFP redistribution imaging; higher % means a stronger effect;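 active means activation above 40% with more than 50 cells counted in the well; inconclusive means wells holding fewer than 50 cells, flagged as toxic or sparse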;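 further: U2OS osteosarcoma cells stably expressing GPR55 and beta-arrestin-GFP; plate controls were DMSO negative control for no effect and LPI positive control for full effect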
HIV fusion peptide = inhibitors of HIV fusion peptide binding, primary screen, biochemical, uHTS, fluorescence dequenching (AID 1986); inhibition, % at 20 µM, or IC50 in µM where a hit was titrated; cell-free peptide binding, fluorescence dequenching, 30 min; higher % means a stronger effect; 0.3% of 290,000 active; in the data active means inhibition mostly above about 52%, no sharp cut-off; inactive means mostly below about 76%; further: some results filed as inactive read as strong as hits
NOD1 inhibition = NOD1 signaling inhibitors, primary screen, cell-based, luminescence, uHTS (AID 1578); NOD1-driven NF-kB luciferase reporter cells, luminescence; higher % means a stronger effect; one-dose inhibition, % at 4 µM; EC50 in µM for titrated hits; 1% of 290,000 active; in the data active means inhibition mostly above about 36%, no sharp cut-off; inactive means mostly below about 34%;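 further: HEK-293T reporter cells stimulated with the NOD1 agonist gamma-tri-DAP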
NOD2 inhibition = NOD2 signaling inhibitors, cell-based, luminescence, uHTS, HEK293 (AID 1566). one-dose inhibition, % at 4 µM; EC50 in µM for titrated hits. 0.63% of 290,000 active. HEK293 NOD2/NF-kB luciferase reporter, luminescence; higher % means a stronger effect; further: many of its hits are not listed in these tables
Myeloid diff MLP = induction of myeloid progenitor differentiation, primary screen, cell-based, flow cytometry, MLPCN library. ER-HoxA9 myeloid progenitors, lysozyme-GFP differentiation. calls only at 10 µM. 1% of 360,000 active. AID 624256, 2012;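 active means normalized GFP-positive differentiation at or above the plate's own cutoff, the solvent-only control mean plus 3 SD; inconclusive means no clear call, values can overlap the other calls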;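 further: cells exposed to compound for four days before flow analysis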
KOR beta-arrestin-1 = KOR antagonists, beta-arrestin recruitment, cell-based, luminescence, uHTS (AID 1778); Kappa-type opioid receptor (Homo sapiens); KOR beta-arrestin recruitment, luminescence, antagonist mode; higher % means a stronger effect; inhibition, % at 10 µM; hits with a dose series show IC50 in µM; 0.091% of 290,000 active; further: strong numbers were not always called active
KOR beta-arrestin-2 = KOR agonists, beta-arrestin recruitment, primary screen, cell-based, luminescence, uHTS (AID 1777). KOR beta-arrestin recruitment, luminescence; higher % means a stronger effect. Kappa-type opioid receptor (Homo sapiens). activation, % at 10 µM, or EC50 in µM where a hit was titrated. 0.02% of 280,000 active; in the data active means activation above about 50%, passing the limit was not always enough; further: a part of the inactive calls stands beside numbers as strong as those of hits
GPR35 antagonists = GPR35 antagonists blocking zaprinast-driven arrestin recruitment, primary screen, imaging, U2OS, beta-arrestin-GFP, zaprinast agonist (AID 2058). G-protein coupled receptor 35 (Homo sapiens). U2OS GPR35 beta-arrestin-GFP translocation imaging, zaprinast antagonism; higher % means a stronger effect. inhibition, % at 10 µM; hits with a dose series show IC50 in µM. 0.052% of 290,000 active;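 active means inhibition of at least 50% with at least 30 cells and total cytoplasm GFP at most 10,000,000; inconclusive means under 30 cells or total GFP of 10,000,000 plus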
GPR55 antagonists = GPR55 antagonists blocking LPI-driven arrestin recruitment, primary screen, imaging, U2OS, beta-arrestin-GFP, LPI agonist (AID 2013) | U2OS GPR55 beta-arrestin-GFP translocation imaging, LPI antagonism; higher % means a stronger effect | one-dose inhibition, % at 10 µM; IC50 in µM for titrated hits | 0.13% of 290,000 active | G-protein coupled receptor 55 (Homo sapiens);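 active means spots per cell inhibited over 60%, with over 100 cells counted and total cytoplasm intensity under 500,000; inconclusive means wells with under 100 cells, flagged as likely toxic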;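 further: U2OS cells stably carrying GPR55 and arrestin-GFP stimulated by 5 µM LPI near EC80; imaged beta-arrestin-GFP aggregate spots per cell after agonist stimulation; plate controls were LPI-stimulated DMSO wells for no effect and DMSO wells without LPI for full effect; some results filed as inactive read as strong as hits; confirmed hits need IC50 under 10 µM and bright autofluorescent wells are also inconclusive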
Myeloid diff MLP GFP+ MAC1+ % = also measured in Myeloid diff MLP; calls as there; GFP+ MAC1+ double positive, %; measured here: differentiation confirmed by MAC1 staining
Starred values were filed as active, the others as inactive; i = inactive; ? = inconclusive; . = not tested or not shown; [ ] = dose if it differs, or a comment. Unless noted, no stated cut-off is given here; in the data, active means inhibition above about 50%; inactive means the rest. This is a subset. The share of hits here may be higher or lower than overall.

Molecule	GPR55 activation	HIV fusion peptide	NOD1 inhibition	NOD2 inhibition	Myeloid diff MLP	Myeloid diff MLP GFP+ MAC1+ %	KOR beta-arrestin-1	KOR beta-arrestin-2	GPR35 antagonists	GPR55 antagonists
Cc1ccsc1C(=O)C1CCCN(Cc2cnn(C(C)C)c2)C1 (stereo not given)	0.1%	-0.9%	-31.8%	9.8%	i	0.3	-18.5%[20 µM]	.	10.8%	-3.3%
C=Cn1c(P(=S)(N2CCOCC2)N2CCOCC2)cc2c1CCCC2	0.3%	1.6%	11.7%	20.7%	i	2.1	-11.3%	1.8%	8.4%	-1.8%
COc1ccc(C(C)=O)cc1CC(C(=O)c1ccc(F)cc1)N(C)C (stereo not given)	-0.3%	0.2%	-18.9%	3.9%	i	0.6	-34.4%	1.3%	5.6%	4.3%
CNC(=S)N/N=C1\C2CN3CCN(C2)CC1(c1ccccc1)C3	-0.3%	-2.6%	-18.2%	14.0%	i	0.2	-12.7%	-0.3%	0.5%	4.8%
CCc1cc2c3c(c1)C(C)CC(C)(C)N3C(=O)/C2=C1\SC(=O)NC1=O (stereo not given)	-0.1%	35.7%	7.46µM*	10.4µM*	i	0.9	29.8%	1.6%	11.4%	4.8%
CN1CCc2nc(N)c(C#N)c(-c3ccccc3)c2C1	-0.4%	0.5%	3.2%	-7.1%	i	6.8	-13.4%	-2.9%	13.4%	-17.5%
O=C(c1cccs1)N1C2CCC1CC(O)(c1cccnc1)C2 (stereo not given)	-0.3%	3.1%	12.3%	7.7%	i	1.6	11.5%	-1.8%	1.8%	-13.5%
C/C(=N\NC(=O)c1ccncc1)c1c(O)n(Cc2ccccc2)c(=O)[nH]c1=O	-0.3%	6.0%	8.6%	-29.1%	i	0.3	-62.7%	10.4%	-0.6%	-2.7%
CC12CCC3C(CC=C4CC(O)CCC43C)C1C/C(=C\N1CCCC1)C2=O (stereo not given)	0.0%	1.8%	5.7%	20.2%	.	.	-17.0%	2.7%	5.7%	0.6%
CCOc1ccc(C2SCC(=O)Nc3c2c(=O)[nH]n3C2CCCCCC2)cc1 (stereo not given)	-0.2%	-1.3%	4.3%	11.5%	i	2.4	0.3%	-0.7%	16.5%	10.2%
O=[N+]([O-])c1cccc(CN2CCN(Cc3ccc(Cl)cc3)CC2)c1	-0.2%	3.8%	-4.5%	8.0%	i	0.1	5.4%	3.0%	-6.2%	11.0%
O=c1[nH]c(=O)n(CCc2ccccc2)c(O)c1C=NCCCn1ccnc1	0.0%	0.7%	14.8%	7.7%	i	0.6	-18.4%	-4.3%	-2.3%	-2.9%
COc1ccc(CCNC2CCCCCC2)cc1	-0.2%	0.0%	-19.1%	-22.7%	i	0.6	-3.7%	0.8%	-8.3%	-8.8%
O=C(NCCO)c1nsnc1NCCCl	-0.1%	0.7%	13.8%	-19.0%	i	0.3	-50.0%[20 µM]	.	2.0%	-2.7%
CCC(=NCC1CCCO1)c1c(O)n(Cc2ccccc2)c(=O)[nH]c1=O (stereo not given)	0.0%	2.1%	14.1%	-4.4%	i	0.5	-54.0%	5.4%	-14.0%	-9.3%
COc1cc(NC(=O)CN2C3CCC2CC(O)(c2cccnc2)C3)cc(OC)c1 (stereo not given)	-0.1%	-1.1%	8.8%	3.6%	i	0.5	1.4%	4.5%	-3.9%	-3.8%
C[C@H]1CCC/C=C/C2C[C@H](O)CC2[C@H](O)/C=C/C(=O)O1 (stereo not given in full)	0.1%	-0.9%	3.8%	-211.6%	?	.	-4.1%	-3.6%	-13.4%	5.7%
COc1ccc(C(C)=O)cc1CN1CC=C(c2ccccc2)CC1	-0.2%	0.5%	-4.2%	-6.2%	i	2.1	2.3%	-7.1%	-2.9%	-12.1%
CCc1c(C)nc(N)nc1N1N=C1SCC#N	-0.1%	4.4%	0.8%	3.6%	i	0.8	-5.8%	1.9%	8.0%	4.5%
CN1C2CCC1CC(OC(=O)c1cc(Cl)cc(Cl)c1)C2 (stereo not given)	-0.2%	-2.9%	-1.7%	11.1%	i	0.4	0.5%	10.9%	14.1%	6.7%
Cc1c(C(c2ccccc2Cl)c2c(O)c3ccccc3oc2=O)c(=O)n(-c2ccccc2)n1C (stereo not given)	-0.5%	-1.7%	28.7%	2.5%	i	0.7	-12.3%	-1.2%	4.9%	4.2%
Cc1nn(Cc2ccccc2Cl)c(C)c1C(=O)OCC(=O)N1CC(C)OC(C)C1 (stereo not given)	-0.2%	1.4%	-22.7%	9.1%	i	0.8	-26.6%	-1.5%	7.3%	5.2%
CC(=O)Nc1ccc(OC(=O)N(C)C)cc1	0.5%	0.6%	7.2%	11.5%	i	1.6	-3.3%	3.7%	3.5%	-2.5%
Nc1ccc(C2(c3ccc(N)cc3)CN3CCC2CC3)cc1	-0.2%	-2.2%	-2.1%	5.7%	i	0.7	-51.8%	-3.4%	-12.6%	-8.7%

Nothing new here: entries from further up.
Molecule	GPR55 activation	HIV fusion peptide	NOD1 inhibition	NOD2 inhibition	Myeloid diff MLP	Myeloid diff MLP GFP+ MAC1+ %	KOR beta-arrestin-1	KOR beta-arrestin-2	GPR35 antagonists	GPR55 antagonists
O=C(NCCO)c1nsnc1NCCCl	-0.1%	0.7%	13.8%	-19.0%	i	0.3	-50.0%[20 µM]	.	2.0%	-2.7%
CCC(=NCC1CCCO1)c1c(O)n(Cc2ccccc2)c(=O)[nH]c1=O (stereo not given)	0.0%	2.1%	14.1%	-4.4%	i	0.5	-54.0%	5.4%	-14.0%	-9.3%
COc1cc(NC(=O)CN2C3CCC2CC(O)(c2cccnc2)C3)cc(OC)c1 (stereo not given)	-0.1%	-1.1%	8.8%	3.6%	i	0.5	1.4%	4.5%	-3.9%	-3.8%
C[C@H]1CCC/C=C/C2C[C@H](O)CC2[C@H](O)/C=C/C(=O)O1 (stereo not given in full)	0.1%	-0.9%	3.8%	-211.6%	?	.	-4.1%	-3.6%	-13.4%	5.7%
